# Bioassay records (PubChem BioAssay)
# AMA1-RON2 inh: AMA1-RON2 (P. falciparum) interaction inhibition. AlphaScreen AMA1-biotinylated RON2 peptide binding. Potency, µM (titrated, usually from 58.2 µM), without a hit: top-dose activity change, negative = inhibition, hits mostly inhibitors. 360,000 tested, 0.2% active;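 further: potency means the concentration at half of the fitted maximal effect; 0% = vehicle wells and -100% = peptide control; nearly all actives have a fitted effect of over 45% in size; some results filed as inactive show a strong effect at the top dose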
#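 AMA1 (3D7) with his tag at 25 nM final met compounds first, then biotinylated RON2 peptide at 25 nM; detection used donor plus acceptor beads, 10 µg/mL apiece, read by AlphaScreen after 30 min at room temperature.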
# LmPK inhibitor: inhibitors of Leishmania mexicana pyruvate kinase | Q27686 | purified LmPK, Kinase-Glo ATP luminescence, 1 h | Potency, µM (highest dose often 57.5 µM), for the others: at the top dose activity change, negative = inhibition, most hits filed as inhibitors | 290,000 tested, 0.37% active | AID 1721; further: potency means the concentration at half of the fitted maximal effect
# Target sequence (Q27686 whole entry, looked up): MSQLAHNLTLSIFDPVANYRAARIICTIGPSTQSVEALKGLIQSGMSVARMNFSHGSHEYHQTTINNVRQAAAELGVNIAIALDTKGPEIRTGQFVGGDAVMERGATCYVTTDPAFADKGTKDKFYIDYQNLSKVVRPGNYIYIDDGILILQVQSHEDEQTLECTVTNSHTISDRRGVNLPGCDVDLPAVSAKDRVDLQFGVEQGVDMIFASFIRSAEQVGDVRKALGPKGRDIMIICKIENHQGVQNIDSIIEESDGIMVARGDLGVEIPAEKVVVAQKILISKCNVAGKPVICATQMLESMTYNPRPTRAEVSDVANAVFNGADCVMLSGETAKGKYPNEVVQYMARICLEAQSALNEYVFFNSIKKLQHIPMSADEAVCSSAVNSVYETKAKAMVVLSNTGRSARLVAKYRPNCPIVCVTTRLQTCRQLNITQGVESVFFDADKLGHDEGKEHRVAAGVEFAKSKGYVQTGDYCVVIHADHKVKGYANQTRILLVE
#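 Purified LmPK (0.1 nM) with 0.5 mM PEP and 0.1 mM ADP in imidazole buffer pH 7.2 with MgCl2/KCl, 1 h at room temperature. ATP formed was read by luciferase luminescence and normalized to no-enzyme and uninhibited controls.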
# Sm TGR block: blocks Schistosoma mansoni thioredoxin glutathione reductase; purified TGR, DTNB reduction, TNB absorbance 405 nm; 360,000 tested, 3% active; Potency, µM (doses to about 114 µM), for inactives: at the top dose activity change, negative = inhibition, actives largely listed as inhibitors; AID 485364; Q962Y6; further: potency means the concentration at half of the fitted maximal effect; nearly all actives have a fitted effect of over 60% in size
#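 Kinetic colorimetric format: TGR-catalysed, NADPH-driven DTNB reduction monitored via TNB absorbance. Enzyme dispensed at 20 nM; compound exposure 15 min at room temperature before reaction start.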
# AmpC detergent: inhibitors of E. coli AmpC beta-lactamase with detergent. Potency, µM (top dose mostly 114 µM), for the others: at the highest dose activity change, negative = inhibition, hits mostly inhibitors. P00811. AID 485294. AmpC hydrolysis of nitrocefin, absorbance 480 nm, 0.01% Triton. 370,000 tested, 0.041% active;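 further: potency means the concentration at half of the fitted maximal effect; 0% = no-compound wells and -100% = no-enzyme wells; nearly all actives have a fitted effect of over 25% in size; some results filed as inactive show a strong effect at the top dose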
# Target sequence (P00811 whole entry, looked up): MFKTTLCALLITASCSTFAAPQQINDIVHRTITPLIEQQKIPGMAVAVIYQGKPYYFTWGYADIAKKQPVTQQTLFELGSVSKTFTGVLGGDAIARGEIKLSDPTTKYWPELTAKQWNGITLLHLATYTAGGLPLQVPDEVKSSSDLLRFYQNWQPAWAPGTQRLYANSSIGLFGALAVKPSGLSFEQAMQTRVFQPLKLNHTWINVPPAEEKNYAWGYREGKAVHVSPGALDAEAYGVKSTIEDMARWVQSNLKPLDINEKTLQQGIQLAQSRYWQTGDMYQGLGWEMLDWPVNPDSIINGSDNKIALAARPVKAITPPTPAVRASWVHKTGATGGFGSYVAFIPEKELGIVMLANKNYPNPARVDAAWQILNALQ
#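 AmpC (5.3 nM in the dispensed reagent) in 20 mM phosphate pH 7.0 with 0.01% (detergent screen) or 0.0001% Triton X-100 was preincubated with compounds for 15 min at room temperature. Nitrocefin was then added from an 800 uM solution, and hydrolysis was followed at 480 nm.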
# HCMV antiviral: blocks human cytomegalovirus replication | HFF cells, HCMV-luciferase reporter, 72 h; hits give low values | activity change, negative = inhibition, % at 57.5 µM | 410,000 tested, 4.5% active | AID 1259415; in the data active means activity change below about -60%; inconclusive means no clear call, values can overlap the other calls; inactive means above about -39%
#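 Screen run at 2 compound doses on HFFs infected with reporter HCMV, MOI 1 PFU/cell. Luciferase activity from cell lysates at 72 h post infection gave inhibition relative to buffer-only and Salinomycin wells.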
# Tb PYK inh: inhibitors of Trypanosoma brucei pyruvate kinase; Q57TT1; 410,000 tested, 0.12% active; TbPYK enzyme, Kinase-Glo Plus ATP luminescence, 45 min; Potency, µM (doses to about 76.8 µM), without a hit: at the highest dose activity, negative = inhibition, most hits filed as inhibitors; further: potency means the concentration at half of the fitted maximal effect; nearly all actives have a fitted effect of over 50% in size
#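 Luminescent Kinase-Glo Plus end-point after 45 min room-temperature reaction of T. brucei pyruvate kinase started with 130 uM ADP (final). Buffer TEA 50 mM pH 7.2 with KCl, MgCl2, BSA, Tween-20; titration-based qHTS with fitted concentration-effect curves.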
# AmpC no deterg: inhibitors of E. coli AmpC beta-lactamase without detergent; 330,000 tested, 0.52% active; AID 485341; P00811; AmpC nitrocefin hydrolysis, absorbance 480 nm, 0.0001% Triton; Potency, µM (titrated, usually from 57.1 µM), without a hit: at the highest dose activity change, negative = inhibition, usual class: inhibitors;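 further: potency means the concentration at half of the fitted maximal effect; plate controls were no compound for no effect and no enzyme for full effect; nearly all actives have a fitted effect of over 20% in size; some results filed as inactive show a strong effect at the top dose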
#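 AmpC (5.3 nM in the dispensed reagent) in 20 mM phosphate pH 7.0 with 0.01% (detergent screen) or 0.0001% Triton X-100 was preincubated with compounds for 15 min at room temperature. Nitrocefin was then added from an 800 uM solution, and hydrolysis was followed at 480 nm.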
# Starred values were filed as active, the others as inactive; u = inconclusive; x = no result given; [ ] = another dose, or the depositor's remark. Unless noted, the call rests on the fitted dose curve; in most records, active means well fitted curve in the direction sought with a large enough effect; inconclusive means small, poorly fitted or top-dose-only effect, or another doubt; inactive means no such curve, though single readings can be large; an effect the other way counts as inactive or inconclusive. Unless noted, on the % scale 0 is the no-effect control and ±100 the full control effect.
# Each structure is followed by: AMA1-RON2 inh | LmPK inhibitor | Sm TGR block | AmpC detergent | HCMV antiviral | Tb PYK inh | AmpC no deterg
CC1CCN(c2nn3c(=O)c(C(=O)NCCc4ccccc4)cnc3s2)CC1
    x | x | 6% | 6% | 4 | -4% | x
COc1ccc(N(C(=O)c2snc(C(N)=O)c2N)C(C(=O)NCC2CCCO2)c2ccc(C)o2)cc1OC (stereo not given)
    1% | 3% | -22% | -11% | 43 | -1% | 74%
C=CCn1c(SCc2ccc([N+](=O)[O-])cc2)nnc1C(C)NC(=O)c1ccccc1 (stereo not given)
    9% | 4% | -8% | -17% | u | -13% | 55%
COc1ccc(CNC(=O)Cc2ccc(NC(=O)N3CCSc4ncccc43)cc2)cc1OC
    x | x | 2% | 0% | 0 | 4%[15.4 µM] | x
COC(=O)c1c(N2C(=O)[C@H]3[C@@H](C2=O)[C@]2(C(=O)Nc4ccc(C)cc42)N2CCC[C@@H]32)sc(C)c1C
    x | 0% | 0% | u | x | x | 77%[activator]
COc1cccc(OC)c1-c1nn2c(-c3cc(-c4ccccc4)n[nH]3)nnc2s1
    -23% | -11% | 13µM* | u | u | -2% | 30%
Cc1ccc(C(=O)Nc2cc(Cl)ccc2-n2cncn2)s1
    -4% | x | -3% | -17% | -18 | 1% | -23%
COc1cccc(C(=O)NC2CC(C)(C)Cc3c2cnn3-c2cccc(F)c2)c1OC (stereo not given)
    -9% | 6% | -13% | u | -34 | -6% | 90%[activator]
COc1ccc(NC(=S)Nc2cc(C)ccn2)c(OC)c1
    8% | 3% | -20% | u | 21 | -6% | -29%
CCCCCC(=O)N1C[C@@H](O)[C@H](n2cc(-c3ccc(F)cc3)nn2)C[C@@H]1c1ccccc1
    -4% | x | x | x | -13 | 5% | x
Cc1ccc(S(=O)(=O)N(C)C[C@H]2Oc3ccc(NC(=O)C4CCCCC4)cc3C(=O)N([C@H](C)CO)C[C@H]2C)cc1
    -1% | x | x | x | 16 | 3% | 234%[activator]
CC(=O)Nc1cccc(NS(=O)(=O)c2cn(C)c(=O)n(C)c2=O)c1
    0% | 0% | 13% | 8% | -1 | 7% | -5%
O=C(CSc1ccc(-c2ccc(F)cc2)nn1)NC1CCCCC1
    4% | -3% | -1% | -2% | u | 0% | -15%
CC(C)(C)CC(C)(C)NC(=S)Nc1ccc2nc(-c3ccccn3)c(-c3ccccn3)nc2c1
    58%[activator] | 3% | -28% | -4% | 6 | 2% | 148%[activator]
COc1ccccc1-n1c(-c2ccc(C)cc2)cn2c3c(=O)n(C)c(=O)n(C)c3nc12
    x | x | 0% | -6% | -1 | 1% | x

# Next part.
# Each structure is followed by: AMA1-RON2 inh | LmPK inhibitor | Sm TGR block | AmpC detergent | HCMV antiviral | Tb PYK inh | AmpC no deterg
O=C(NC(Cc1ccccc1)C(=O)O)/C(=C\c1ccco1)NC(=O)c1ccc(Br)cc1 (stereo not given)
    -13% | -1% | u | 2% | 70 | 4% | -18%
CCCCN(C(=O)c1ccc(NC(=O)C(C)C)cc1)c1ccccc1
    2% | 0% | x | -2% | -23 | -1% | 35%
O=C(NNC(=O)c1ccccc1-n1cccc1)c1ccc(Cl)nc1
    77%[activator] | x | -22% | 0% | -18 | -2% | -6%
Cc1cc(=O)[nH]c(N=N/C(=N/Nc2ccccc2C)c2ccccc2)n1
    87%[activator] | u | 9% | 1% | -86* | -8% | -33%
COc1ccc(S(=O)(=O)N2CCCC(C(=O)N3CCN(Cc4ccccc4)CC3)C2)cc1Cl (stereo not given)
    -3% | x | x | x | 4 | 4% | x
CC(=O)Nc1ccc(CC(=O)NCCC(c2ccccc2)c2ccccc2)cc1
    3% | 0% | -2% | -1% | -20 | 10% | 24%
CCOC(=O)C1CCN(C(=O)c2ccccc2N(C)S(=O)(=O)c2ccccc2)CC1
    -15% | -1% | -13% | -8% | 63 | -8% | 3%
Cc1ccc(OCc2cc(C(=O)N3CCC(c4ccccc4Cl)C3)no2)cc1C (stereo not given)
    9% | -3% | -6% | -3% | 63 | 0% | 5%
COc1cc(C2c3sc(=O)[nH]c3SC3C(=O)N(c4ccc(C)cc4)C(=O)C32)ccc1O (stereo not given)
    40%[activator] | 5% | -15% | 4% | -14 | -1% | -59%
COc1ccc(-n2ncc3c(=O)n(CC(=O)N(C(C)C)C(C)C)cnc32)cc1
    -4% | -5% | -7% | -18% | 15 | -2% | -13%
CC(C)(C)n1nc2c(c1NC(=O)c1ccc(C(F)(F)F)cc1)CS(=O)(=O)C2
    4% | -2% | 0% | 2% | -16 | -3% | 9%
Cc1ccc(S(=O)(=O)N(C)CC(=O)N(CC(C)C)C2CCS(=O)(=O)C2)cc1 (stereo not given)
    6% | x | -11% | -20% | 10 | 1% | 17%
CCc1ccccc1NC(=O)CN(C)C(=O)Cn1cnc2ccc(Cl)cc2c1=O
    -4% | x | -3% | -5% | 0 | 3% | -12%
CC1CCCN(C(=O)COC(=O)COc2ccc(C#N)cc2)C1 (stereo not given)
    6% | x | x | x | 0 | -11% | -25%
CCC(=O)Nc1ccc(C(=O)OCc2ccccc2Cl)cc1
    -13% | 1% | -6% | -2% | u | 3% | -1%

# Continuation.
# Each structure is followed by: AMA1-RON2 inh | LmPK inhibitor | Sm TGR block | AmpC detergent | HCMV antiviral | Tb PYK inh | AmpC no deterg
CCc1cc(C(=O)OC)c(NC(=O)CSc2nccn2C)s1
    -13% | -10% | 0% | 3% | -1 | 2% | 12%
CCOC(=O)c1cnc2c(ccc3ccccc32)c1NCCO
    14% | -6% | 0% | -1% | 8 | 1% | 1%
CN(CC(=O)Nc1ccc(Cl)cc1)CC(=O)Nc1cccc(Br)c1
    20% | 0% | -7% | -5% | 13 | -4% | 8%
CC(=O)Nc1ccc(S(=O)(=O)N/N=C/c2cccnc2)cc1
    8% | -2% | 9% | -5% | -26 | 8% | -5%
Clc1cccc(Cc2c(-c3cccc(Cl)c3)nc3ccc(Cl)cn23)c1
    -3% | x | x | x | -27 | -2% | x
C/C(=C\C(=O)c1ccc(F)cc1)NCc1ccc2c(c1)OCO2
    -12% | -1% | 17% | u | -38 | -4% | -16%
COc1ccc(C(=O)Oc2cc(N)n(S(=O)(=O)c3ccc(C)cc3)n2)cc1
    -8% | -1% | -1% | -8% | -6 | 1% | -48%
Cc1ccc(Nc2nc(-c3sc(NC(=O)c4ccccc4)nc3C)cs2)cc1
    -4% | -18% | 6% | 2% | 16 | -17% | -28%
COCCN1C(=O)c2ccccc2C(C(=O)NCCCN2CCCC2)C1c1c[nH]c2ccccc12 (stereo not given)
    -1% | 0% | 6% | 2% | 69 | 3% | 92%[activator]
Cc1cc(C)c(S(=O)(=O)N2CCN(C)CC2)c(C)c1
    3% | 8% | 2%[11.4 µM] | -16% | -10 | -3% | -2%
Cc1ccc(C)c(OCc2cc(C(=O)N3CCN(c4ccccc4C)CC3C)no2)c1 (stereo not given)
    0% | 1% | -35% | -1% | 0 | 5% | -3%
CN(C)CCCn1c2c(c(SCC(=O)Nc3cccc4ccccc34)nc1=O)CCC2
    11% | x | 0% | 0% | -17 | -12% | 31%
O=C(c1ccco1)N1CCN(S(=O)(=O)c2ccc3c(c2)CCN3C(=O)C2CCC2)CC1
    1% | 3% | -11% | -3% | -17 | -8% | 76%[activator]
C(=N\Nc1nc(N2CCCC2)nc(N2CCCC2)n1)/c1cccnc1
    25% | 2% | 0% | 7% | 8 | -16% | -29%
CCCCOCCCNC(=O)c1c(-c2ccccc2)noc1C
    14% | -1% | 15% | u | -3 | 4% | 1%

# The results go on.
# Each structure is followed by: AMA1-RON2 inh | LmPK inhibitor | Sm TGR block | AmpC detergent | HCMV antiviral | Tb PYK inh | AmpC no deterg
CC(C)OCCCN1C(=O)c2[nH]nc(-c3ccccc3O)c2C1c1cccc(OCc2ccccc2)c1 (stereo not given)
    x | x | 13% | 11% | u | -1% | x
CC(C)c1ccc(CC(=O)N2CCC2(C)C(=O)NS(=O)(=O)c2ccc(C(C)(C)C)cc2)cc1 (stereo not given)
    -5% | x | x | x | -11 | -4% | x
COC(=O)c1nnn(CC(=O)Nc2cc(Cl)ccc2C)c1C(=O)OC
    -4% | 6% | 0% | -2% | 30 | 2% | -8%
Cn1cc(CNC(=O)c2ccc3nc(Cc4ccccc4F)oc3c2)cn1
    7% | -3% | -10% | 1% | 85 | -4% | 44%
CC(c1ccccc1)N1CCn2c(nc3cc(NS(C)(=O)=O)ccc32)C1 (stereo not given)
    6% | 0% | -16% | u | -26 | -17% | -19%[2.29 µM]
Cc1csc(NC(=O)c2ccc(C(=O)Nc3nc(C)cs3)cc2)n1
    x | -25% | -3% | -5% | x | x | 2%
COc1ccccc1CNS(=O)(=O)c1ccc(NC(C)=O)cc1
    8% | -6% | 0% | -13% | u | 3% | -21%
COc1ccc(/C=C2\CCC/C(=C\c3ccc(OC)c(OC)c3OC)C2=O)c(OC)c1OC
    -4% | -3% | 8% | 0% | 35 | 14% | 56%
COc1ccc(N2CCN(C(=O)c3cccc(Cn4cc(Cl)cn4)c3)CC2)cc1
    -7% | 5% | -25% | -3% | 7 | 4% | x
CC(C)=CCC[C@](C)(O[C@@H]1O[C@H](CO[C@@H]2O[C@H](CO)[C@@H](O)[C@H](O)[C@H]2O)[C@@H](O)[C@H](O)[C@H]1O)C1CC[C@]2(C)C1C(=O)CC1[C@@]3(C)CC[C@H](O[C@H]4O[C@@H](CO)[C@H](O)[C@@H](O)[C@@H]4O)C(C)(C)C3CC[C@]12C (stereo not given in full)
    0% | x | x | x | 10 | -3% | 304%[activator]
CC1CCN(C(=O)Cn2c(=O)n(CCc3ccccc3)c(=O)c3ccccc32)CC1
    4% | -1% | 3% | u | x | -3% | -10%
CCCc1nn2c(=O)cc(COC(=O)c3ccc(NC(=O)COc4ccc(F)cc4)cc3)nc2s1
    x | x | 3% | 2% | -24 | 1% | x
c1nc(N2CCCCCC2)c2[nH]cnc2n1
    6% | -6% | -2% | u | u | -1% | x
Cc1ccc(CSc2nc3nc(C)cc(C)n3n2)cc1
    10% | 0% | 2% | 0% | 139 | 6% | 26%
CCOC(=O)C1CCCN(c2ncnc3c2oc2ccccc23)C1 (stereo not given)
    -1% | 0% | -29% | u | 36 | 2% | 19%
